# CHRM5 antagonist: blocks acetylcholine activation of human M5 receptor. P08912. CHO-hM5 cells, Fluo-8 calcium fluorescence, ACh EC80. inhibition, % at 3 µM. 0.59% of 360,000 active;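 active = inhibition above a per-plate cutoff, the mean of that plate's test compounds plus 3 SD, cut at about 27% in these data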;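 also: 0% = acetylcholine EC80 with DMSO and 100% = DMSO without agonist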
# Target sequence (P08912 whole entry, looked up): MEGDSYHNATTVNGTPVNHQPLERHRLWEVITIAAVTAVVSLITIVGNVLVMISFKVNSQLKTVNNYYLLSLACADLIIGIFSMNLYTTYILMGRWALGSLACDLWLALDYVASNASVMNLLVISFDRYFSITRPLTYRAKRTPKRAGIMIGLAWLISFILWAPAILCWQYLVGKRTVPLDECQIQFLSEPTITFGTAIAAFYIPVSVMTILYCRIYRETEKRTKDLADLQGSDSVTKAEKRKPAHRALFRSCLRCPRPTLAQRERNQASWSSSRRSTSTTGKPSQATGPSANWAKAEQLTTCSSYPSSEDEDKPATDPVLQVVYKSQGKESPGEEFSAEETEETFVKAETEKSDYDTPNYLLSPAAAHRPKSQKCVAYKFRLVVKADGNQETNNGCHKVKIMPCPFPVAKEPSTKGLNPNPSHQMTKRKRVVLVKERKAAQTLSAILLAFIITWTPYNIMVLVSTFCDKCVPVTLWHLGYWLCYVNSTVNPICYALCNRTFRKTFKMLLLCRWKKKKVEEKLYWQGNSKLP
# M4 ag: CHRM4 agonism in calcium assay | P08173 | CHO-K1 hM4/Gqi5, Fluo-8 calcium fluorescence; vehicle 0%, full acetylcholine response 100% | activation, % at 3 µM | 0.14% of 360,000 active | AID 624127;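 active = activation above the run mean over all test wells plus 3 SD, cut at about 32% in these data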;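 also: peak over basal fluorescence ratio per well then scaled between controls; 0% = DMSO wells and 100% = acetylcholine at EC100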
# TAAR1 ag: human TAAR1 agonism. Q96RJ0. CHO RD-HGA16 TAAR1, Fluo-8 calcium fluorescence; vehicle wells 0%, saturating PEA agonist 100%. activation, % at 3 µM. 0.99% of 360,000 active;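 active = activation above the mean activation of all test compounds in the run plus 3 SD, cut at about 38% in these data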
#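 Assay system: CHO-derived RD-HGA16 cells with stable Gα16 and human TAAR1; timing: 17-24 h seeding, 75 min 37 °C dye, 30 min RT; read-out: % activation from peak over basal fluorescence ratio, DMSO-to-PEA scaled; measured by: kinetic Fluo-8 calcium fluorescence; benchmarks: low control DMSO, high control PEA (EC100); doses: 3 µM single concentration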
# M1 antag: blocks human M1 muscarinic receptor; P11229; CHO-K1 hM1, Fluo-8 calcium fluorescence, ACh EC80 antagonist; inhibition, % at 3 µM; 1.3% of 360,000 active; AID 588852;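 active = percent inhibition above its own plate's cutoff, namely the mean of that plate's compound wells plus 3 SD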;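 also: peak over basal fluorescence ratio during 140 s after agonist addition; 0% = ACh EC80 plus DMSO and 100% = DMSO alone without agonist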
# Target sequence (P11229 whole entry, looked up): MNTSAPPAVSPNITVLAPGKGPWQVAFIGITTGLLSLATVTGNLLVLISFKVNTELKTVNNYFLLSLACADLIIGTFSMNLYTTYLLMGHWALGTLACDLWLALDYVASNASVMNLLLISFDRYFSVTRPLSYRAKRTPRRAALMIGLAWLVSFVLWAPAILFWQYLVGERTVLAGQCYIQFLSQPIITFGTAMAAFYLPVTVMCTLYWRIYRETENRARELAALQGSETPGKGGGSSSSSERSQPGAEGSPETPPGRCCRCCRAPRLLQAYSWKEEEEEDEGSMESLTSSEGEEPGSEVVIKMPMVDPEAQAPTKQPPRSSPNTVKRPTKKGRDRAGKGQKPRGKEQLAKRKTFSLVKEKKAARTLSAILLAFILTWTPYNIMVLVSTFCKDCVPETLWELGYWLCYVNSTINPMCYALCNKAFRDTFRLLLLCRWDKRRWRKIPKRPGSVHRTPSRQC
# CHRM5 agonist: agonists of human muscarinic M5 receptor (CHRM5); CHO-K1 hM5 cells, Fluo-8 calcium fluorescence; 0% DMSO wells, 100% maximal acetylcholine response; activation, % at 3 µM; 0.19% of 360,000 active;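 active = activation above the run's mean over test compounds plus 3 SD, cut at about 23% in these data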;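 also: signal is peak over basal fluorescence ratio across the kinetic read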
# CHRM1 agonist: agonists of human M1 muscarinic receptor. 0.33% of 360,000 active. activation, % at 3 µM. CHO-K1 hM1, Fluo-8 calcium fluorescence, agonist mode; 0% DMSO, 100% acetylcholine EC100. P11229;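 active = activation above the run's mean compound activation plus 3 SD, cut at about 16% in these data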;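 also: peak over basal fluorescence ratio within a 140 s kinetic read after compound addition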
# CHRM1 PAM: positive allosteric modulators of human M1 muscarinic receptor | P11229 | CHO-K1 hM1, Fluo-8 calcium fluorescence, ACh EC20; 0% = ACh EC20, 100% = maximal ACh | activation, % at 3 µM | 0.088% of 360,000 active | AID 588819; in the data active = activation above about 19%, passing the limit was not always enough
# M5 PAM: potentiates acetylcholine response at human M5 receptor; CHO-K1 hM5, Fluo-8 calcium, ACh EC20 PAM; 0% = ACh EC20, 100% = ACh EC100; P08912; AID 624038; 0.3% of 360,000 active; activation, % at 3 µM;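 active = activation above the run cutoff, the mean activation of all test compounds plus 3 SD, cut at about 18% in these data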
#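 Assay system – human M5 receptor in CHO-K1 cells · Read-out – % activation, ACh-normalized · Technique – Fluo-8 calcium fluorescence · Dosing – single-point, 3 µM nominal · Incubation – Fluo-8 loading 80 min at 37 °C plus 30 min room temperature · Repeats – singlicate, one well per test compound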
# CHRM4 antagonist: blocks acetylcholine activation of human M4 receptor | P08173 | CHO-hM4 cells, ACh EC80, Fluo-8 calcium fluorescence | inhibition, % at 3 µM | 0.73% of 360,000 active;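 active = inhibition above its plate's cutoff, the mean inhibition of sample wells plus 3 SD, cut at about 27% in these data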;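 also: 0% = acetylcholine EC80 with DMSO and 100% = DMSO without agonist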
# An asterisk follows results filed as active; . = no result given.
SMILES,CHRM5 antagonist,M4 ag,TAAR1 ag,M1 antag,CHRM5 agonist,CHRM1 agonist,CHRM1 PAM,M5 PAM,CHRM4 antagonist
CC(Oc1ccc(F)cc1)C(=O)Nc1ccc(S(=O)(=O)NC2=NCCCCC2)cc1 (stereo unspecified),15,17,44*,-4,17,24*,3,-7,1
O=C1NN(c2cccc(Br)c2)C(=O)/C1=C/c1ccc(-c2cc([N+](=O)[O-])ccc2O)o1,9,1,.,-19,3,-2,7,-1,-1
COc1cccc(/C=N/c2nc3ccccc3n2C)c1O,8,0,1,-7,-5,-6,6,5,6
O=C(NN1CCOCC1)C12CC3CC(CC(C3)C1)C2,-1,2,1,-16,0,-2,11,-1,-8
Cc1cc(C=O)c(C)n1-c1ccc(N2CCOCC2)cc1,-8,1,10,-4,-1,0,3,4,-4
O=C(NCc1ccccc1)c1cccc(S(=O)(=O)N2CCOCC2)c1,5,0,6,-4,1,-2,3,-1,4
Cc1ccccc1Nc1cc(=O)oc2ccccc12,-2,1,12,2,2,-2,2,-4,6
N#Cc1ccc(CSc2nnc3[nH]c(=O)cc(N)n23)cc1,7,1,10,-1,-2,3,9,0,-4
Cc1cccc(NC(=O)c2ccc(C(=O)c3ccccc3)o2)c1,18,1,-1,-4,-2,-4,2,-1,4
O=C(CSc1ccc2c(c1)OCCO2)Nc1ccc2c(c1)OCO2,8,6,.,19,2,-2,-8,-9,8
Cn1c(=NC(=O)CCl)sc2ccccc21,0,0,1,-25,-1,-5,8,0,-5
CCC(CC)NC(=O)Nc1ccc(F)c(Cl)c1,-5,9,9,6,2,-6,-2,-4,3
COc1ccc(C2N(c3cc(Cl)ccc3OC)C(=O)C3CCCN32)c(OC)c1 (stereo unspecified),1,1,0,-15,0,-4,9,-2,-10
C=CCn1c(CNC(=O)c2ccco2)nnc1SCC(=O)Nc1cccc(Br)c1,2,1,15,-8,1,-4,5,0,1
CSc1ccccc1Nc1ncnc(N)n1,7,0,5,-7,-7,-2,12,6,0
Cc1cc(NCc2ccccc2)n2ncc(-c3ccccc3)c2n1,4,6,1,39*,-5,-8,-22,-13,5
COc1ccc2c(c1OC)C(=O)N1N=C(c3ccc(O)cc3)CC21 (stereo unspecified),-3,1,13,-9,1,-3,6,-2,-1
C=C1CCN([C@@H](Cc2ccccc2)C(=O)NC2CCN(Cc3ccccc3)CC2)S(=O)(=O)c2ccccc21,8,1,1,-1,-8,-10,4,1,-7
O=C1CC(c2ccccc2)c2ccccc21 (stereo unspecified),1,-1,4,-7,-4,-12,15,0,5
COc1ccccc1-n1nc(C(=O)NCc2ccco2)c2ccccc2c1=O,0,1,10,15*,4,-2,-14,-3,-2
O=C(O)c1cccc2sc3cc(Cl)ccc3c(=O)c12,-3,1,-1,0,1,-5,7,7,-3
CC(=O)NC(Cc1ccccc1)C(=O)OCC(=O)c1ccccc1 (stereo unspecified),3,1,1,-4,-1,-3,10,-2,1
COc1cc(CN2CC(=O)N(c3cccc(Cl)c3C)C2=S)cc(OC)c1OC,8,9,11,4,1,6,0,-5,-2
COc1ccc(S(=O)(=O)Cc2ccc(C(=O)NCC(OC)OC)o2)cc1,1,1,0,-18,-1,-3,7,-1,-2

# Shown with each value named: entries from further up.
smiles: COc1ccccc1-n1nc(C(=O)NCc2ccco2)c2ccccc2c1=O
  CHRM5 antagonist = 0	M4 ag = 1	TAAR1 ag = 10	M1 antag = 15*	CHRM5 agonist = 4	CHRM1 agonist = -2	CHRM1 PAM = -14	M5 PAM = -3	CHRM4 antagonist = -2

smiles: O=C(O)c1cccc2sc3cc(Cl)ccc3c(=O)c12
  CHRM5 antagonist = -3	M4 ag = 1	TAAR1 ag = -1	M1 antag = 0	CHRM5 agonist = 1	CHRM1 agonist = -5	CHRM1 PAM = 7	M5 PAM = 7	CHRM4 antagonist = -3

# Looked up one by one from the list above, four records:
SMILES,CHRM5 antagonist,M4 ag,TAAR1 ag,M1 antag,CHRM5 agonist,CHRM1 agonist,CHRM1 PAM,M5 PAM,CHRM4 antagonist
Cn1c(=NC(=O)CCl)sc2ccccc21,0,0,1,-25,-1,-5,8,0,-5
C=C1CCN([C@@H](Cc2ccccc2)C(=O)NC2CCN(Cc3ccccc3)CC2)S(=O)(=O)c2ccccc21,8,1,1,-1,-8,-10,4,1,-7
O=C1CC(c2ccccc2)c2ccccc21 (stereo unspecified),1,-1,4,-7,-4,-12,15,0,5
Cc1ccccc1Nc1cc(=O)oc2ccccc12,-2,1,12,2,2,-2,2,-4,6

# Next records
SMILES,CHRM5 antagonist,M4 ag,TAAR1 ag,M1 antag,CHRM5 agonist,CHRM1 agonist,CHRM1 PAM,M5 PAM,CHRM4 antagonist
FC(F)Sc1ccc(NC(=S)NC2CCCC2)cc1,6,13,9,15,3,-4,-9,-18,11
COCCNC(=O)C1(C)CCCN(C(=O)c2cccc3ccccc23)C1 (stereo unspecified),30*,0,1,2,0,0,-1,-5,3
Cc1ccc(Cn2c(CCNc3nc(-c4ccc(Cl)c([N+](=O)[O-])c4)cs3)nc3cc(C(=O)NCCCO)ccc32)cc1,23,8,8,13,-4,-5,0,-9,17
CCn1cnc2c(Nc3cc(F)cc(F)c3)nc(C#N)nc21,7,2,11,7,0,0,14,8,9
COc1ncccc1C(=O)N1CCCC(N2CCN(c3ccc(F)cc3)CC2)C1 (stereo unspecified),9,8,3,1,-1,2,16,5,-1
COCCCNC(=O)c1ccc(S(=O)(=O)c2ccc(C)cc2)c(NC(C)=O)c1,5,1,1,-7,-3,-2,-4,-1,1
O=C(CN(C(=O)CCC(=O)Nc1nccs1)c1ccc2c(c1)OCO2)NCC1CCCO1 (stereo unspecified),2,0,7,-6,-2,-4,6,0,5
COc1ccc2c(C)cc(SCC(=O)Nc3cc(C(N)=O)cc(C(N)=O)c3)nc2c1,4,0,-1,-14,-2,-3,6,-1,18
COc1cccc(CN(C)Cc2cc(=O)oc3cc(O)c(Cl)cc23)c1,1,2,-1,-2,-1,-2,11,2,-7
Cc1ccccc1-c1nnn(CC(=O)N(C)CC(=O)Nc2ccccc2C(F)(F)F)n1,-4,3,0,-2,-3,-2,7,2,-4
CCNC(=O)C1CCN(S(=O)(=O)c2ccc(F)cc2)CC1,3,1,11,-11,-1,-2,6,2,11
O=C(CCN1CCCCC1)Nc1ccc(F)c(F)c1,5,0,1,-3,-1,-6,7,2,-5
CCOc1ccccc1C1C2CCCCC2(O)CCN1C(=O)c1cccs1 (stereo unspecified),10,3,0,-9,1,-6,4,-6,-4
O=C(OCC(=O)N1CCCC1)c1cc(=O)c2ccccc2o1,5,0,8,-8,1,-2,11,-3,5
O=C(CNCc1ccc(Cl)cc1)NCc1ccco1,-4,1,3,3,-1,-7,-3,1,-12
CN(C)C(=O)c1cnc(-c2ccccc2)nc1-c1ccccc1,9,7,5,0,1,-2,4,-8,2
CC(CC(=O)O)CC(=O)Nc1cccc([N+](=O)[O-])c1 (stereo unspecified),-5,0,-1,2,-4,-6,-1,4,-7
O=C(N/N=C1\CCc2ccccc21)c1ccncc1,-4,1,0,-4,0,-4,1,6,-5
CS/C(=N\S(=O)(=O)c1ccc(N)cc1)NS(=O)(=O)c1cccs1,-3,0,.,-8,2,0,13,3,4
COC(=O)c1ccc2nc(-c3ccccc3)c(Cc3ccc(OC)cc3C)n2c1,5,1,-1,.,1,.,.,6,11
COC(=O)/C=C1\SC(=Nc2ccccc2)NC1=O,3,0,3,-1,-1,-4,3,1,12
CC(C)C(NC(=O)c1cccc(S(=O)(=O)N2CCOCC2)c1)C(=O)NCc1ccc(Cl)cc1 (stereo unspecified),0,3,4,-6,-4,-8,0,-4,-11
COc1cc(OC)c(OC)cc1/C=N/n1c(COc2ccccc2)n[nH]c1=S,4,2,2,-16,-3,-3,9,-1,-9
COc1cccc(N2CCN(c3c(C#N)c(C(F)(F)F)nn3C)CC2)c1,14,4,5,16,0,1,-3,13,4
CCCn1c(/C=C/c2ccco2)nc2ccccc21,-5,1,1,-9,0,-10,7,2,2
CCN(c1ccc(OC)cc1)c1ncnc2nc[nH]c12,0,0,3,-5,2,-2,4,-1,-10
c1ccc2c(c1)CCN(Cc1nnnn1Cc1ccc3c(c1)OCO3)C2,3,2,6,-2,-9,-4,1,-8,-2
CCN(CC)C(=O)C1CCCN(c2ccc([N+](=O)[O-])cc2/C=N/NC(=O)c2cccc(O)c2)C1 (stereo unspecified),0,3,10,-5,-3,-5,1,-6,-13
COc1ccc(C(C)(C)C)cc1NC(=O)c1ccccc1-n1cnnn1,-8,4,2,-6,-6,-5,4,0,-28
O=C(COc1ccc2ccccc2c1Br)NCc1ccccn1,5,2,1,0,0,-4,4,-2,-3
CC(C)c1ccc(NC(=O)CCCN2C(=O)NC(C)(C)C2=O)cc1,4,1,2,-6,2,-3,6,4,7
Cc1ncc(C[n+]2ccc(C)c(C)c2)c(N)n1,16,0,5,4,-8,-9,0,-17,19
O=C(NCC1CCCO1)c1ccc(F)c2ccccc12 (stereo unspecified),-6,1,0,-19,-3,-2,13,5,6
Cc1ccc(NC(=O)CSc2ccc(-c3ccccn3)nn2)cc1F,-2,4,6,-16,1,-1,5,5,0
CCCN(Cc1nnc(-c2ccccc2Cl)o1)C(=O)c1ccc(C)c(S(=O)(=O)N2CCOCC2)c1,-3,8,5,-6,0,-2,4,-2,-6
N#CC1C(C#N)N2CCCN2C1c1ccc(Br)cc1 (stereo unspecified),8,1,1,-25,-5,-3,20,3,-1
CC(C)(C)C(=O)Nc1cc(C(F)(F)F)ccc1N1CCOCC1,8,0,5,7,-1,-3,-2,3,-4
O=C(c1cccnc1)N1CCN(Cc2cccc(Br)c2)CC1,0,1,3,-26,0,-1,10,-8,-5
CS(=O)(=O)N1CCN(c2ccccc2NC(=O)Cc2ccccc2)CC1,-9,2,7,-28,-3,1,10,-3,6
O=C(CN1CCC(NC(=O)C2CCCCC2)CC1)Nc1ccccc1,-9,1,1,-7,0,-5,12,11,-6
O=c1[nH]nc(Cc2ccc3ccccc3n2)c2ccccc12,-2,1,9,-4,3,3,3,-1,0
COc1ccccc1-n1c(SCC(=O)Nc2ccc(Br)cc2)nc(O)cc1=O,10,1,3,-7,2,-2,3,0,3
COc1ccc(CCNC(=S)NCCc2c[nH]c3ccccc23)cc1,2,3,10,9,-1,-2,-2,-2,2
COc1ccccc1CN(Cc1cc2c(C)ccc(C)c2[nH]c1=O)Cc1nnnn1Cc1ccco1,-3,1,28,-2,-1,-4,2,-1,11
COc1ccc(-n2c(C)nn(CCOc3ccccc3)c2=O)cc1,0,2,4,-2,-2,-4,4,9,-13
CCN(CC)c1ccc2c(cc1=O)[C@@H](NC)CCc1cc(OC)c(OC)c(OC)c1-2,6,0,-1,-19,-3,-5,10,-3,-34
CC(=O)c1ccc(OCC(=O)N(C)CC(=O)Nc2ccc(N3CCOCC3)cc2)cc1,-3,1,1,-7,3,-1,8,6,-9
CCOC(=O)C1=C(C)Nc2ccccc2N=C1NC(=O)C(CC)c1ccccc1 (stereo unspecified),-14,1,0,-7,-1,-8,11,5,-5
CCOc1ccc(NC(=O)CS(=O)CC(=O)N(CC(=O)NC(C)(C)C)C2CCCC2)cc1 (stereo unspecified),8,3,3,6,0,-2,-1,7,2
Cc1nn(Cc2ccc(Cl)cc2)c(C)c1NC(=O)c1cc(C(C)C)on1,7,16,8,11,4,-7,-11,-7,0

# Source: PubChem BioAssay

# This is a subset; the hit share may differ from the screen's.
